Compound activity: PubChem BioAssay, several laboratories
MEKK2wt PB1 HTS: raises or lowers MEK5 binding to wildtype human MEKK2 PB1 domain. Q9Y2U5. bead flow cytometry, Alexa488-MEK5 binding to MEKK2 WT; actives lie on both sides. hit rate 1.1% among 290,000. binding response (% of control), % at 10 µM; in the data active = binding response below about 67% or above about 130%
IDE cell inh: inhibitors of human insulin-degrading enzyme in cells | HEK cells, FAbetaB cleavage, fluorescence polarization | inhibition, % at 5.59 µM | hit rate 0.41% among 320,000 | AID 434962;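 active = percent inhibition above the average of all tested compounds plus 3 SD, set per screening campaign, cut at about 16% in these data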;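 note: IDE supplied by intact live HEK cells; FP after avidin binding of uncleaved biotin substrate so inhibition keeps polarization high; 0% = DMSO wells and 100% = 60 µM reference IDE inhibitor Ii1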
NALP1 yeast inh: NALP1 inhibition; inhibition, % at 10 µM; S. cerevisiae NALP1/ASC/caspase-1 growth, X-gal OD620, 72 h; hit rate 0.61% among 280,000; AID 2071; in the data active = inhibition mostly above about 24%, no sharp cut-off; inactive = mostly below about 32%; note: some compounds called inactive have numbers as strong as hits
MEKK2 mut-MEK5: signal of MEK5 binding to mutant human MEKK2 PB1 domain; bead flow cytometry, Alexa488-MEK5 binding to MEKK2 mutant; percent response, % at 10 µM; hit rate 0.35% among 290,000; AID 1530; in the data active = percent response above about 24%, passing the limit was not always enough; note: inactives centre near 1; some results filed as inactive read as strong as hits; reference of the scale not given here
UBC9 SUMO inh: blocks human SUMOylation mediated by UBC9; P63279; HTRF SUMOylation assay, SAE1/SAE2 + UBC9, in vitro; inhibition, % at 35 µM; hit rate 0.36% among 290,000; in the data active = inhibition above about 50%, passing the limit was not always enough; note: strong numbers were not always called active
pCIP destab: p/CIP protein destabilization | AID 1984 | Q05BA5 | hit rate 0.01% among 290,000 | F442A p/CIP-EGFP cells, EGFP fluorescence, 16 h | decrease of EGFP signal, % at 10 µM;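 active = EGFP signal decrease of at least 30% at 10 µM or well 3 SD below plate mean, unless failing retest; inactive = the rest, including hits failing retest or dose response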; note: some compounds called inactive have numbers as strong as hits; many of its hits are not listed in these tables
Target sequence (Q05BA5 1-1403): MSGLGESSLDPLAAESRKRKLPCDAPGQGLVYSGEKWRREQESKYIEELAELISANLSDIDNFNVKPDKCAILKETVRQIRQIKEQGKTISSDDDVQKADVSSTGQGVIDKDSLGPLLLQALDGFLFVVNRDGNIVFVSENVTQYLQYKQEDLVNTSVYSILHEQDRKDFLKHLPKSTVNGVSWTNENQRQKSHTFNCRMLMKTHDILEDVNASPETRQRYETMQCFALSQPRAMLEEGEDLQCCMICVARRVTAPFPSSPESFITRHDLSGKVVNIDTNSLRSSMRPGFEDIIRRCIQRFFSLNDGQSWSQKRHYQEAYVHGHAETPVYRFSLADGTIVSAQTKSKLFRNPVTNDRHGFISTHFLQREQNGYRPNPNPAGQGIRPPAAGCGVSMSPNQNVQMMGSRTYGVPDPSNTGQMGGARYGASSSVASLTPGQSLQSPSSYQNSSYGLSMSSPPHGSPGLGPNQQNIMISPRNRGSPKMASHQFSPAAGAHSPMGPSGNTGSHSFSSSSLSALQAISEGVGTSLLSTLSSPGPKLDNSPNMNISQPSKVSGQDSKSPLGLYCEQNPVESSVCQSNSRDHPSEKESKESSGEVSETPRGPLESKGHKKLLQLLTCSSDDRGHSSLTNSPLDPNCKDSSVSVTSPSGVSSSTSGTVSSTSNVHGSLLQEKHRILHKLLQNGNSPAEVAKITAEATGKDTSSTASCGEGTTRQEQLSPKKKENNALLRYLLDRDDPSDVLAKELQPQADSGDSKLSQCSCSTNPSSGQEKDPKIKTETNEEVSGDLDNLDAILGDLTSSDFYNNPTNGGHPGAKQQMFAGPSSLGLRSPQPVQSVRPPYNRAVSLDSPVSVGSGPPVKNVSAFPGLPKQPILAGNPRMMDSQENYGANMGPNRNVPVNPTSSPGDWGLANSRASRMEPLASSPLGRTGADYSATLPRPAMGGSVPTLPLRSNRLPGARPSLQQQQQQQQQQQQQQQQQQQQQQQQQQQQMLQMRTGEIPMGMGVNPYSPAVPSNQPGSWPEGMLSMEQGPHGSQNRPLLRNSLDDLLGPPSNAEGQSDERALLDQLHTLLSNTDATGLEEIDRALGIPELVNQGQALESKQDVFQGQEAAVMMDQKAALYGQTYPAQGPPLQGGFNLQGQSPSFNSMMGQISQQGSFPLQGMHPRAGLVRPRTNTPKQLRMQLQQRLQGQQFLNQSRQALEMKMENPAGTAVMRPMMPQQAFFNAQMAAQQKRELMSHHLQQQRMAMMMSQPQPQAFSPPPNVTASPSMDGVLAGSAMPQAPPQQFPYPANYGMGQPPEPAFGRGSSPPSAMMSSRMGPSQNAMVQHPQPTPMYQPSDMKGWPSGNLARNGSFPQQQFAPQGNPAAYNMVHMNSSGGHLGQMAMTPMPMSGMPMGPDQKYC
IDE act: boosts human insulin-degrading enzyme activity in HEK cells; P14735; FAbeta-B cleavage, fluorescence polarization; 0% vehicle, 100% cell-free pure enzyme wells; activation, % at 5.96 µM; hit rate 0.073% among 340,000;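 active = activation above the mean of all tested compounds plus 3 SD, set per screening campaign, cut at about 17% in these data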
MEKK3 PB1 HTS: modulators (inhibitors or enhancers) of MEK5 binding to human MEKK3 PB1 domain; hit rate 1.4% among 290,000; Q99759; bead-based flow cytometry, Alexa488-MEK5 binding to MEKK3; actives lie on both sides; 0 = blocked by unlabeled MEK5, 100 = vehicle; binding response (% of control), % at 10 µM;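 active = binding response more than 3 SD above or below the average of its plate-row segment, actives on both sides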;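 note: Alexa488 bead fluorescence after subtracting the streptavidin-only scavenger bead signal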
PfM18AAP inh: blocks P. falciparum M18 aspartyl aminopeptidase. AID 1822. inhibition, % at 7.35 µM. recombinant PfM18AAP, H-Glu-NHMec fluorogenic cleavage. hit rate 1.2% among 290,000;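 active = inhibition above the campaign mean inhibition over all tested compounds plus 3 SD, cut at about 28% in these data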;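 note: 0% = plate median of test compound wells and 100% = 2 mM ZnCl2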
* marks the source's active call; other numbers are inactive results; nt = no result given; [ ] = dose if it differs, or a comment. A portion of the library (hit frequency here may not be typical).

SMILES	MEKK2wt PB1 HTS	IDE cell inh	NALP1 yeast inh	MEKK2 mut-MEK5	UBC9 SUMO inh	pCIP destab	IDE act	MEKK3 PB1 HTS	PfM18AAP inh
CC(=O)Nc1ccc(NC(=O)Cn2cnc3c(cnn3C(C)(C)C)c2=O)cc1	107	1	4	6	5	-4	nt	104	5
COc1ccccc1C(=O)NCCOc1ccc(C(C)(C)C)cc1	109	-1	-7	3	1	-3	1	108	1
COC(=O)C(C(=O)OC)C(C[N+](=O)[O-])c1ccc(O)c(OC)c1 (stereo not given)	96	5	-2	-1	-8	-3	3	99	0
CCCNC(=O)C12CCC(C)(C(=O)O1)C2(C)C (stereo not given)	98	2	8	-3	8	15	nt	98	5
Cc1n[nH]c(C)c1CCC(=O)N/N=C/c1c[nH]c2ccccc12	114	2	nt	26	6	-8	2	127	-1
O=C(Nc1ccccc1C(=O)NC(Cc1c[nH]c2ccccc12)C(=O)O)c1ccco1 (stereo not given)	98	4	0	-1	10	-2	4	94	3
CC1CN(S(=O)(=O)c2cccc(-c3cn4ccccc4n3)c2)CC(C)O1 (stereo not given)	102	0	6	4	21	-16	-2	100	-6
COC(=O)CS(=O)(=O)c1ccsc1C(=O)Nc1ccc(F)cc1	103	-8	-16	-2	-7	-9	10	113	2
O=C(NC(=S)NNC(=O)c1ccccc1O)c1ccco1	91	0	22	2	-17	13	-1	93	33*
O=C(Nc1ccccc1)NC1(C(=O)NCc2ccco2)CCCCC1	75	4	14	-5	-5	4	16	71	2
COc1ccc(S(=O)(=O)NCCSCc2ccco2)cc1	98	-3	34*	-7	13	-34	8	96	-3
CCCC1COC(Cn2cncn2)(c2ccc(C)cc2)O1 (stereo not given)	97	2	20	-3	12	-4	-1	98	3
CCCn1c(=N)c(S(=O)(=O)c2ccc(F)cc2)cc2c(=O)n3cccc(C)c3nc21	92	5	5	2	7	-6	3	98	-8
NS(=O)(=O)c1ccc(NC(=O)CSc2ccccc2)cc1	88	7	10	-8	-1	-3	2	94	-3
C=CCN1C(=O)C(O)=C(C(C)=O)C1c1ccccc1F (stereo not given)	106	3	8	3	-3	3	-2	103	-4

Laid out differently: results already given.
molecule | MEKK2wt PB1 HTS | IDE cell inh | NALP1 yeast inh | MEKK2 mut-MEK5 | UBC9 SUMO inh | pCIP destab | IDE act | MEKK3 PB1 HTS | PfM18AAP inh
NS(=O)(=O)c1ccc(NC(=O)CSc2ccccc2)cc1 | 88 | 7 | 10 | -8 | -1 | -3 | 2 | 94 | -3
CC1CN(S(=O)(=O)c2cccc(-c3cn4ccccc4n3)c2)CC(C)O1 (stereo not given) | 102 | 0 | 6 | 4 | 21 | -16 | -2 | 100 | -6
C=CCN1C(=O)C(O)=C(C(C)=O)C1c1ccccc1F (stereo not given) | 106 | 3 | 8 | 3 | -3 | 3 | -2 | 103 | -4
COC(=O)CS(=O)(=O)c1ccsc1C(=O)Nc1ccc(F)cc1 | 103 | -8 | -16 | -2 | -7 | -9 | 10 | 113 | 2
COC(=O)C(C(=O)OC)C(C[N+](=O)[O-])c1ccc(O)c(OC)c1 (stereo not given) | 96 | 5 | -2 | -1 | -8 | -3 | 3 | 99 | 0

Next part:
SMILES	MEKK2wt PB1 HTS	IDE cell inh	NALP1 yeast inh	MEKK2 mut-MEK5	UBC9 SUMO inh	pCIP destab	IDE act	MEKK3 PB1 HTS	PfM18AAP inh
COc1ccccc1NC(=O)COC(=O)/C=C/c1ccc2c(c1)OCO2	83	-1	12	-18	25	-4	6	88	-8
CCOC(=O)c1c(/N=C/C2=C(O)CCCC2=O)sc(C)c1C	102	2	27	0	11	-2	0	119	24
CC1=NN(c2ccccc2)C(=O)C1N=Nc1cccc(O)c1 (stereo not given)	93	3	32*	-1	-3	-20	-2	94	7
CC(=O)Nc1ccc(C2=NNC(=Nc3ccc(S(=O)(=O)N4CCOCC4)cc3)SC2)cc1	103	22*	3	0	28	-16	-29	102	27
COC(=O)c1cccc(CSC(=S)N2CCCC2)c1	98	2	12	1	0	-2	2	99	-9
COC(=O)c1sccc1NC(=S)Nc1ccc(F)cc1F	93	10	-13	-7	14	-8	1	93	4
COc1ccc(-c2noc(CCCC(=O)NC3CCCC3)n2)cc1OC	100	-4	21	-1	13	-12	0	100	-13
O=C(N/N=C/c1ccccc1F)C(=O)N1CCCCCC1	97	0	-5	-6	2	0	1	102	-4
CCOC(=O)c1cc(C)sc1NC(=O)CSC1=NCCS1	108	-4	8	9	-2	-8	5	107	4
O=C(Nc1ccc(-c2noc(-c3cccs3)n2)cc1)c1cccnc1	97	3	6	-4	-3	4	3	92	14
CC1CCCCC1NC(=O)CN(C)S(=O)(=O)c1cccc2cccnc12 (stereo not given)	100	3	nt	-4	27	-12	-6	99	1
CC1Cc2ccccc2N1c1ncnc2c1nnn2Cc1ccccc1Cl (stereo not given)	106	1	-12	-1	10	-5	-2	114	-1
CCOC(=O)c1ccc(CNC(=O)c2n[nH]c(=O)c3ccccc23)o1	105	10	20	4	19	-6	-10	104	1
Cc1cccc(NC(=O)c2snc3c(=O)[nH]cnc23)c1	103	nt	-7	2	18	-2	nt	102	5
CCCCSCCCNC(=O)CCCN1C(=O)c2ccccc2Sc2ncccc21	104	0	13	6	11	2	2	103	-3
Cc1ccc(NC(=S)N2CCC(NC(=O)c3ccccc3)CC2)cc1	110	-1	-4	12	9	-23	-3	107	0
CN1CCN(S(=O)(=O)c2ccc(N3CCN(S(=O)(=O)c4cccs4)CC3)nc2)CC1	100	-4	13	-7	32	1	2	100	-7
COc1ccc(-c2nnn(CC(=O)c3ccccc3)n2)cc1OC	99	7	19	-2	1	2	-1	100	1
CC(C)CNC(=O)[C@H](Cc1ccccc1)NC(=O)c1ccco1	109	-9	-7	8	6	-6	2	103	-1
CCCn1c(SCC(=O)OCC)nc(C(F)(F)F)cc1=O	97	1	17	-5	5	1	-2	99	-8
CCN(c1ccccc1)S(=O)(=O)c1ccc(C(=O)Nc2nnc(C3CC3)o2)cc1	nt	0	-8	nt	-19	-4	-1	nt	5
Cc1cc(Br)ccc1OCC(=O)NC1CCCC1	102	0	32	7	3	-15	-2	105	2
Cc1n[nH]c(C)c1N1C(=O)c2cccc3c(N4CCCCCC4)ccc(c23)C1=O	67*[inhibitor]	122*	1	40*	41	-524	-67	113	2
C/C(=N/NS(=O)(=O)c1ccc(F)cc1)c1ccc(NC(=O)c2ccc(C)o2)cc1	90	0	-2	-4	9	2	2	96	-14
CCOc1ccc(CN2CCN(Cc3cccn3-c3cccnc3)CC2CCO)cc1 (stereo not given)	95	-2	8	-3	4	-13	7	101	-3
COc1ccc(-c2noc(CCCC(=O)NC3CCCC3)n2)cc1	100	2	14	-3	-3	-16	1	102	-2
S=c1[nH]nc(C2CCCCC2)n1/N=C/c1c(Cl)cccc1Cl	98	12	-11	7	10	9	-1	97	3
O=C(CCN1C(=O)C2C3C=CC(C3)C2C1=O)Nc1c(F)cccc1F (stereo not given)	99	-2	17	-1	27	-6	2	100	-1
Cc1ccc(S(=O)(=O)N/N=c2\oc3ccccc3cc2C(=O)Nc2cccc(C)c2)cc1	90	-1	31	-3	23	-6	nt	93	1
Cc1cc(-c2nnc(CCC(=O)NC(C)c3ccc(F)cc3)o2)no1 (stereo not given)	99	0	22	-1	3	5	0	106	-7
Cc1[nH]c2ccc(C(=O)N3CCN(c4ccccn4)CC3)cc2c1C	98	0	18	-1	6	-9	3	94	5
Cc1ccc(CN(C)C(=O)c2c(C)nn(-c3ccccc3)c2C)cc1	101	-3	8	3	14	-4	6	99	-4
NNC(=O)COc1ccc2oc3c(c2c1)CCCC3	103	-4	16	-6	0	-15	3	100	-6
CCOc1ccc(Nc2nc(Cc3nnc(SCC(=O)O)o3)cs2)cc1	113	1	10	5	17	-4	3	109	0
COc1cc(C(=S)N2CCOCC2)cc(OC)c1OC(=O)c1ccc(F)cc1	102	0	-12	1	1	3	3	101	29*
CN(CC(=O)Nc1ccc(Cl)cc1)S(=O)(=O)c1cccc2cccnc12	108	0	37*	4	0	3	5	108	8
CCOC(=O)c1[nH]c2ccccc2c1NC(=O)CC(C)(C)C	108	0	13	13	7	5	4	108	1
COc1ccc(CNC(=O)c2csc(Cc3ccccc3)n2)cc1	97	2	38	12	5	-4	3	94	0
CC(C)(C)c1ccc(S(=O)(=O)NCc2ccc(C(=O)N3CCOCC3)cc2)cc1	92	0	-6	-10	0	-2	-4	89	6
O=C1CCC(C(=O)N2CCCCO2)CN1CCc1ccc(Cl)cc1 (stereo not given)	105	5	-20	9	-5	-84	-7	103	6
COC(=O)c1ccc(NC(=O)C(C)N2C(=O)c3ccccc3C2=O)cc1 (stereo not given)	99	6	1	0	7	4	-2	98	3
COCCCNc1ncnc2c1sc1nc(-c3ccco3)c3c(c12)CC(C)(C)OC3	120	3	nt	23	23	-15	12	117	-27
Cn1cc(CCC(=O)NCc2cccc(Cl)c2)c2ccccc21	99	3	4	-3	-8	7	3	101	0
Cc1ccc(S(=O)(=O)Nc2cc(C(=O)NCCN(C)C)ccc2N2CCCC2)cc1	106	-2	26	-5	8	4	2	100	20
O=C(O)CCCCc1nc2ccccc2s1	94	2	47	-7	2	-8	1	99	8
O=C(COc1ccc(-c2nnco2)cc1)NC1CCCc2ccccc21 (stereo not given)	93	-5	-3	1	-8	-3	-1	98	-4
O=C(COC(=O)CCc1nc2ccccc2c(=O)[nH]1)NCc1ccc(F)cc1	103	0	nt	-10	22	2	5	98	-7
CCCCOc1ccc(C(=O)N(Cc2ccccc2)C2CCS(=O)(=O)C2)cc1 (stereo not given)	107	2	11	4	-12	1	-5	104	4
O=C1COc2ccc(C(=O)COC(=O)Cn3cnc4ccccc43)cc2N1	107	4	28	3	5	11	4	102	12
CN(C(=O)COc1ncnc2c1cnn2-c1ccccc1)C1CCCCC1	103	7	-18	1	-17	4	4	112	-11
N=c1ccn(Cc2cccc(Cl)c2)cc1	92	6	-14	-7	-8	-16	5	89	4
CC/C(=N\NC(=O)CCC(=O)NCc1ccccc1)c1ccc(O)cc1	81	-3	-12	-12	10	-6	8	93	3
O=C(CSc1nc(NS(=O)(=O)c2ccccc2)cc(=O)[nH]1)Nc1ccccc1Cl	99	nt	24	2	9	-5	-2	101	5
Cc1cc(C)n(CC(O)COc2c(C)cccc2C)n1 (stereo not given)	101	0	4	1	-2	-9	5	103	1
CCC1CCC(C(=O)NC(C(=O)NCCN2CCOCC2)C(C)C)CC1 (stereo not given)	107	-3	20	9	14	-25	2	104	-12
O=C(CSc1ncc(-c2ccccc2)[nH]1)Nc1ccccc1	82	6	-2	-14	12	-4	0	74	5
Cc1nc(SCC(=O)Nc2nc3ccccc3s2)c(C#N)c(C)c1C	97	-3	35	-2	1	9	1	96	3
CCOP(=O)(OCC)C(Nc1cccc([N+](=O)[O-])c1)c1ccc(OC)cc1 (stereo not given)	101	-3	11	4	-4	8	nt	104	3
CCc1ccc(OCc2ccc(C(=O)O)o2)cc1	100	2	-2	4	6	-13	3	104	-9
Cc1ccc(-c2nc3sc4c(c3c(=O)n2N)CC(C)(C)OC4)cc1	96	4	-2	-1	14	1	1	99	-5
O=C(CSc1nc2c(c(C(F)(F)F)n1)CCc1ccccc1-2)NCc1ccco1	109	0	6	2	0	-16	-2	95	-2
Cc1nnc(NC(=O)C2CC(=O)N(C(C)c3ccccc3)C2)s1 (stereo not given)	103	0	3	4	-5	0	2	100	1
COC(=O)Cc1c(C(=O)OC)nnn1-c1ccc(OC(F)(F)F)cc1	103	3	6	-1	18	-7	0	107	1
